Screens deposited in PubChem BioAssay by several laboratories.
NOD2 RIPK2 PPI: NOD2-RIPK2 binding disruptors in cells, primary screen, fluorescence, CHO cells, BLA complementation | hit rate 0.38% among 360,000 | inhibition, % at 4.98 µM | AID 624267, 2012 | CCF4 ratio; in the data active = inhibition above about 21%;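 note: 0% = vehicle only and 100% = reference blocker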
NR5A2 inv ag: LRH-1 (NR5A2) inverse agonists, primary screen, cell-based, luminescence, HEK293T, StAR-luciferase reporter; Nuclear receptor subfamily 5 group A member 2 (Homo sapiens), O00482; LRH-1 transfected, 24 h; inhibition, % at 3.6 µM; hit rate 0.13% among 360,000;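 active = inhibition above the mean inhibition of all tested compounds plus 3 SD, cut at about 73% in these data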;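 note: 0% = DMSO wells and 100% = reporter-only cells lacking LRH-1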
Target sequence (O00482 whole entry, looked up): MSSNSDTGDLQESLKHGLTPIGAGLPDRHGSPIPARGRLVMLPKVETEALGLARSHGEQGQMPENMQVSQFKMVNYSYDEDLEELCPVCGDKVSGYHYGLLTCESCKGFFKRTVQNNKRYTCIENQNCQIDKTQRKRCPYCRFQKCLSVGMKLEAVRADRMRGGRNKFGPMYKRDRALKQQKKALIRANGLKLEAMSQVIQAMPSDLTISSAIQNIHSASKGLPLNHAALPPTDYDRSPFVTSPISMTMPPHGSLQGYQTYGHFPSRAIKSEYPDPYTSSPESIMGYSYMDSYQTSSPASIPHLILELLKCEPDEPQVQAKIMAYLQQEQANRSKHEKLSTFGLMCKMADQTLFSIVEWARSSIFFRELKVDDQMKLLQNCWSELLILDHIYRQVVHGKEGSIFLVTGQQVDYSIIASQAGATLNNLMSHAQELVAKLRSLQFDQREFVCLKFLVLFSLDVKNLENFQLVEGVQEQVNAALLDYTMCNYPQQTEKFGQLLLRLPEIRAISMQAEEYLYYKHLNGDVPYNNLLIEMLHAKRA
C8 TRAIL sens: viability loss with TRAIL in NB7+C8 cells, primary screen, TRAIL sensitizer project, cell-based, ATPlite luminescence; inhibition (viability loss, TRAIL sensitization), % at 10 µM; hit rate 1% among 360,000; AID 624354, 2012;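 active = compounds causing at least 50% loss of cell viability in the single-dose screen, relative to plate controls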
SRC1 inh: SRC1 coactivator transcriptional activity inhibitors, primary screen, cell-based, luminescence; HEK293 GAL4-SRC1 luciferase reporter; inhibition, % at 3.6 µM; hit rate 0.12% among 360,000;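 active = inhibition above the campaign mean plus 3 SD, with each screening campaign given its own cutoff, cut at about 60% in these data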;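 note: 0% = DMSO treated cells and 100% = gossypol at 36 µM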
TROY NFkB inh: inhibitors of TROY-driven NF-kB signaling, primary screen, Q293 LMP1-TROYcd cells, NF-kB luciferase, uHTS | Q293 LMP1-TROYcd NF-kB luciferase reporter, 4 h | AID 1347056, 2019 | hit rate 0.98% among 360,000 | inhibition, % at 10 µM;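 active = compounds whose plate-normalised and pattern-corrected inhibition of the luciferase reporter signal at the single screening dose is 50% or more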
SRC2 inh: inhibition of GAL4-SRC2 driven luciferase reporter, primary screen, SRC2 inhibitor project, cell-based, luminescence. HEK293 GAL4-SRC2 luciferase reporter. inhibition, % at 9 µM. hit rate 0.17% among 370,000;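 active = inhibition above the mean inhibition of all tested compounds plus 3 SD, set per campaign, cut at about 52% in these data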;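 note: 0% = DMSO treated cells and 100% = cells given Gossypol at 36 µM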
COUP-TFII inh: NR2F2 transcriptional activity inhibitors, primary screen, cell-based, luciferase reporter, HEK293T, luminescence. COUP transcription factor 2 (Homo sapiens), P24468. HEK293T NGFI-A luciferase reporter. inhibition, % at 8.6 µM. hit rate 0.7% among 370,000;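 active = inhibition above a per-plate cutoff, mean inhibition of test wells between control levels plus 3 SD, cut at about 38% in these data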;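 note: cells cotransfected with COUP-TFII expression vector driving the NGFI-A reporter; 0% = median of COUP-TF2 test wells and 100% = reporter-only cells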
Target sequence (P24468 whole entry, looked up): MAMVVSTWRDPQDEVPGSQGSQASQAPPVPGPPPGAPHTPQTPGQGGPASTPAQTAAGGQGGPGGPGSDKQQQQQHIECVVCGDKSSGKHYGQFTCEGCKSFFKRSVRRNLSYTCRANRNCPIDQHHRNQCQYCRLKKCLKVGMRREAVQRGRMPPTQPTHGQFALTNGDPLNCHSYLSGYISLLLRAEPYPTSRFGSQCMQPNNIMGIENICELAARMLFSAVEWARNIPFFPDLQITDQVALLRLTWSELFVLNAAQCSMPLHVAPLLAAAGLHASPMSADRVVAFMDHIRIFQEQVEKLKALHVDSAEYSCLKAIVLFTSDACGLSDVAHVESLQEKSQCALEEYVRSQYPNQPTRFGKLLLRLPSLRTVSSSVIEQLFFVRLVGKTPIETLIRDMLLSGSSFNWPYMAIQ
TLR9-MyD88 inh: inhibitors of TLR9-MyD88 association in cells, primary screen, cell-based, CHO, BLA complementation, fluorescence. Toll-like receptor 9 (Homo sapiens) + Myeloid differentiation primary response protein …. CCF4 FRET ratio. inhibition, % at 4.98 µM. hit rate 0.21% among 340,000. AID 504734, 2011;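 active = inhibition above the mean over all tested compounds plus 3 SD, cut at about 21% in these data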;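 note: 0% = DMSO only wells and 100% = clavulanate BLA inhibitor control wells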
SRC3 inh: SRC3 coactivator transcriptional activity inhibitors, primary screen, cell-based, luminescence | AID 588352, 2011 | Nuclear receptor coactivator 3 (Homo sapiens), Q9Y6Q9 | hit rate 0.17% among 360,000 | inhibition, % at 3.6 µM | HEK293 GAL4-SRC3 luciferase reporter;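 active = inhibition above a per-campaign cutoff, the mean of all compounds plus 3 SD, cut at about 60% in these data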;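 note: 0% = DMSO-treated cells and 100% = gossypol-treated cells at 36 µM; higher means less SRC3-driven luciferase light from the GAL4 reporter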
TWEAK-Fn14 inh: inhibitors of TWEAK-Fn14 signaling, primary screen, luciferase reporter cells, uHTS. TWEAK-stimulated Fn14 reporter cells, luciferase luminescence, 8 h. inhibition, % at 10 µM. hit rate 2% among 360,000; in the data active = inhibition above about 50%
EBV LMP1 NFkB: EBV LMP1-driven NF-kappaB luciferase reporter inhibitors, primary screen, cell-based, luminescence, single point; hit rate 0.69% among 350,000; inhibition, % at 12.5 µM; LMP1-induced NF-kappaB luciferase reporter cells; in the data active = inhibition above about 41%;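 note: 0% = neutral control wells and 100% = reference inhibitor control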
* hit, by the source's call; . = not tested or not shown. This is a subset (hit frequency here may not be typical).

The line under a structure holds: EBV LMP1 NFkB | TROY NFkB inh | TLR9-MyD88 inh | SRC3 inh | SRC1 inh | COUP-TFII inh | NR5A2 inv ag | C8 TRAIL sens | SRC2 inh | NOD2 RIPK2 PPI | TWEAK-Fn14 inh
Cc1onc(-c2ccccc2)c1C(=O)Nc1nnc(CC(C)C)s1
  10 | 2 | -1 | 12 | -11 | -1 | 11 | 2 | 20 | -1 | 12
CC12CC3(C)CC(C)(C1)CC(C(=O)NCc1ccccn1)(C2)C3
  -7 | -9 | -6 | 1 | 5 | -15 | -5 | -8 | 19 | 1 | -7
CC(C)CC(C)N1CCC(n2nccc2NC(=O)CCc2ccccc2)CC1 (configuration not stated)
  0 | 14 | -1 | -5 | 1 | 12 | -3 | -16 | 5 | -4 | -18
CC1=NN(c2ccccc2)C(=O)/C1=C\N(O)c1ccccc1
  -15 | 2 | -4 | -7 | -6 | 5 | 21 | -13 | 12 | 1 | 4
CCOc1ccc2nc(COC(=O)c3cccs3)c(C(=O)c3ccccc3)[n+]([O-])c2c1
  -6 | 41 | 3 | 13 | -13 | 8 | -10 | 21 | -15 | -6 | 34
O=C(O)CCn1cnc2ccccc2c1=O
  -3 | 21 | 1 | -20 | -23 | 5 | -4 | 3 | -13 | 6 | 3
COc1ccc(/C=N/NC(=O)c2cc(OC)c(OC)c(OC)c2)cc1CN1CCc2cc(OC)c(OC)cc2C1C (configuration not stated)
  3 | 17 | -16 | -4 | 2 | -2 | -16 | 21 | -39 | -9 | -2
CN1CCN(CCC(=O)N/N=C/c2cc3c(cc2[N+](=O)[O-])OCO3)CC1
  1 | 14 | -1 | 3 | 29 | -2 | -6 | 4 | -13 | -4 | 12
CSC(=NNC(=O)c1ccc(O)cc1)SC
  -24 | 12 | -8 | -12 | 1 | -6 | -13 | -14 | 15 | -11 | 23
Cc1c(NC(=O)c2ccc(N(C)S(C)(=O)=O)cc2)c(=O)n(-c2ccccc2)n1C
  -7 | 10 | 0 | 18 | 8 | 3 | 6 | -7 | -29 | -2 | 9
Cc1ccc(CN=c2c([N+](=O)[O-])nn(-c3ccc4c(c3)OCCO4)n2O)cc1
  -19 | 20 | 3 | -44 | -15 | -26 | -68 | -3 | -8 | -9 | 32
Cc1ccc2c(CC(=O)NCC(=O)Nc3c(C)cccc3C)coc2c1
  5 | -30 | -8 | 7 | -6 | 7 | -14 | -5 | -23 | -10 | -7
CN(c1ccc(O)cc1)c1nc(-c2cccnc2)cs1
  -2 | -16 | -2 | -69 | -220 | -44 | -91 | -6 | -54 | -12 | -13
CCCC(CCC(=O)OC)(C(=O)OCC)c1csc(N)n1 (configuration not stated)
  6 | -9 | 0 | 25 | 10 | -4 | 0 | -8 | 11 | -12 | -16
COc1ccccc1NC(=S)NCc1ccccc1
  -5 | -21 | -4 | -8 | -6 | 9 | -9 | -22 | -10 | -6 | 6
Cc1no[n+]([O-])c1COc1ccc(/C=C2\NC(=S)NC2=O)cc1
  0 | . | 2 | -12 | -12 | -12 | 52 | . | -23 | -13 | .
CCCn1cc(SCC(=O)NCc2ccc3c(c2)OCO3)c2ccccc21
  38 | 4 | 8 | -23 | -4 | 15 | -10 | -17 | 18 | 9 | 18
Cc1ccc(N2CC(C(=O)Nc3nnc(C)s3)CC2=O)cc1 (configuration not stated)
  -4 | 13 | 4 | 13 | -6 | -13 | 1 | 8 | 13 | -6 | -5
CNc1snc(C)c1C(=O)OCC(=O)N(C)Cc1ccccc1
  8 | 1 | -4 | 11 | 7 | 0 | 2 | 8 | 11 | -9 | 5
Cc1ccccc1OCCC(=O)N1CCN(S(=O)(=O)c2ccc(Cl)cc2)CC1
  5 | -5 | 1 | 20 | 2 | -25 | -23 | 26 | -36 | 11 | -5

Pulled one by one from above (5):
The line under a structure holds: EBV LMP1 NFkB | TROY NFkB inh | TLR9-MyD88 inh | SRC3 inh | SRC1 inh | COUP-TFII inh | NR5A2 inv ag | C8 TRAIL sens | SRC2 inh | NOD2 RIPK2 PPI | TWEAK-Fn14 inh
CCOc1ccc2nc(COC(=O)c3cccs3)c(C(=O)c3ccccc3)[n+]([O-])c2c1
  -6 | 41 | 3 | 13 | -13 | 8 | -10 | 21 | -15 | -6 | 34
Cc1ccc2c(CC(=O)NCC(=O)Nc3c(C)cccc3C)coc2c1
  5 | -30 | -8 | 7 | -6 | 7 | -14 | -5 | -23 | -10 | -7
CSC(=NNC(=O)c1ccc(O)cc1)SC
  -24 | 12 | -8 | -12 | 1 | -6 | -13 | -14 | 15 | -11 | 23
CC(C)CC(C)N1CCC(n2nccc2NC(=O)CCc2ccccc2)CC1 (configuration not stated)
  0 | 14 | -1 | -5 | 1 | 12 | -3 | -16 | 5 | -4 | -18
Cc1c(NC(=O)c2ccc(N(C)S(C)(=O)=O)cc2)c(=O)n(-c2ccccc2)n1C
  -7 | 10 | 0 | 18 | 8 | 3 | 6 | -7 | -29 | -2 | 9

Next section.
The line under a structure holds: EBV LMP1 NFkB | TROY NFkB inh | TLR9-MyD88 inh | SRC3 inh | SRC1 inh | COUP-TFII inh | NR5A2 inv ag | C8 TRAIL sens | SRC2 inh | NOD2 RIPK2 PPI | TWEAK-Fn14 inh
C=CCn1c(Cc2cccc3ccccc23)n[nH]c1=S
  15 | -20 | 8 | 22 | -2 | 7 | -1 | -1 | 15 | -4 | 11
N#Cc1ccccc1OCC(=O)NNC(=O)CNC(=O)c1cccc(Br)c1
  2 | 3 | -4 | -8 | -1 | 5 | 2 | -5 | 4 | -7 | 1
C=CCn1c(SCC(=O)c2[nH]c(C)c(C(=O)OCC)c2C)nc2scc(-c3ccc(OC)c(OC)c3)c2c1=O
  -1 | 16 | 3 | 1 | -32 | 17 | 1 | 21 | 4 | -3 | -56
C[C@H]1CN([C@@H](C)CO)S(=O)(=O)c2ccc(Br)cc2O[C@H]1CN(C)C(=O)c1cccnc1
  -2 | -8 | 0 | -2 | 10 | -2 | -7 | -12 | -11 | 5 | -27
O=C(NCCCCc1ccccc1)C1CC(c2ccccc2[N+](=O)[O-])=NO1 (configuration not stated)
  -15 | -16 | -11 | -24 | -14 | 8 | 20 | -4 | -10 | 7 | -9
CC(=O)Nc1ccc2nc(NC(=O)c3ccco3)sc2c1
  8 | -38 | -3 | -113 | -64 | -21 | -115 | 23 | -62 | -2 | -14
CC(C)N1C(=O)CCC1C(=O)NCCc1ccccc1 (configuration not stated)
  3 | -2 | 1 | -4 | -1 | -1 | 3 | -9 | 10 | -7 | 2
Cc1ccc(NC(=O)c2nsc(Cl)c2Cl)cc1
  -31 | -23 | 1 | -72 | -83 | -59 | -94 | 18 | -30 | 8 | 11
Cc1ccc(S(=O)(=O)c2nnn3c2nc(N2CCOCC2)c2ccccc23)cc1
  1 | 17 | 9 | -31 | -10 | 5 | 2 | -5 | -36 | -7 | -12
Cc1ccc(-c2nc3ccccc3s2)cc1S(=O)(=O)N1CCOCC1
  -15 | 37 | -3 | -11 | 1 | 2 | 3 | 11 | -19 | 1 | 11

An excerpt from above, reduced to NOD2 RIPK2 PPI, TLR9-MyD88 inh and TWEAK-Fn14 inh.
structure,NOD2 RIPK2 PPI,TLR9-MyD88 inh,TWEAK-Fn14 inh
CC(C)N1C(=O)CCC1C(=O)NCCc1ccccc1 (configuration not stated),-7,1,2
Cc1ccc(NC(=O)c2nsc(Cl)c2Cl)cc1,8,1,11
Cc1ccc(S(=O)(=O)c2nnn3c2nc(N2CCOCC2)c2ccccc23)cc1,-7,9,-12

Further structures:
The line under a structure holds: EBV LMP1 NFkB | TROY NFkB inh | TLR9-MyD88 inh | SRC3 inh | SRC1 inh | COUP-TFII inh | NR5A2 inv ag | C8 TRAIL sens | SRC2 inh | NOD2 RIPK2 PPI | TWEAK-Fn14 inh
Cc1cc(C(=O)NC(C)c2ccncc2)no1 (configuration not stated)
  5 | -3 | 10 | 8 | 0 | . | 10 | 0 | . | -2 | 2
COc1ccc(C2C(C#N)=C(N)Oc3cc(C)n(CCN4CCOCC4)c(=O)c32)cc1OC (configuration not stated)
  0 | -5 | -1 | 8 | 6 | 14 | -5 | 3 | -16 | -6 | 12
C/C=C/c1ccc(OCCCCOc2ccccc2C(C)=O)c(OC)c1
  -5 | 1 | 6 | 6 | 6 | 9 | -14 | -4 | 9 | 1 | 17
Oc1cccc(/C=N\Nc2nncc(-c3ccccc3)n2)c1
  0 | -67 | 7 | -42 | -70 | -41 | -93 | 31 | -22 | 3 | -30
COc1cc(OC)c(S(=O)(=O)N2CCCCC2)cc1S(=O)(=O)N1CCCCC1
  -5 | . | -14 | -16 | -2 | -1 | 11 | -1 | -17 | -1 | 83*
NC(=O)COc1ccc(/C=N/NC(=O)C2CCCN2S(=O)(=O)c2ccc(Cl)cc2)cc1 (configuration not stated)
  -5 | -5 | -4 | 0 | -8 | 2 | -2 | -8 | -11 | -8 | 7
CCN(CC)CCC(=O)N1c2ccccc2Sc2ccc(NC(=O)OC)cc21
  12 | 20 | -14 | 4 | -2 | 2 | -13 | -9 | 17 | 11 | 34
O=C(COC(=O)c1cccc(S(=O)(=O)NCc2ccccc2)c1)Nc1ccccc1OC(F)F
  -1 | 3 | -6 | 5 | -10 | 13 | -4 | 6 | -22 | -9 | -3
CC(=O)c1cccc(NC(=O)CN2CCc3cc4c(cc3C2)OCCCO4)c1
  2 | -13 | -13 | 0 | -2 | 9 | 23 | 11 | -9 | -10 | -52
COC(=O)c1sc2ccccc2c1-n1cccc1C(=O)C(=O)Nc1ccccc1
  -1 | 10 | -5 | 0 | 0 | -1 | -23 | 14 | 12 | -9 | -20
